Bioassay records: PubChem, Broad Institute
miR-122 sensor – inhibitors of miR-122 in Huh7 cells | Huh7 miR-122 Renilla luciferase sensor, 48 h; neutral wells = 0, positive control = 100 | activation (reporter increase), % at 12.5 µM | actives 0.3% (n = 340,000) | AID 602342;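 active = mean replicate activation score at least 90 and every replicate individually at or above 90; inconclusive = only one of the two criteria met; inactive = neither criterion met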;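 note: higher luciferase means less miR-122 activity so hits act as miR-122 inhibitors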
EWS-Fli block – EWS/Fli transcriptional activity inhibition; A673 NR0B1-luciferase reporter, viability-normalised; inhibition, % at 12.6 µM; actives 0.67% (n = 350,000); AID 651661;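 active = mean inhibition of at least 50% after viability correction, with every replicate also passing that limit; inconclusive = mean reaches 50% but only one of two replicates passes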;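 note: firefly luciferase signal divided by Alamar Blue viability fluorescence both relative to DMSO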
CFTR F508del cor – CFTR F508del correction in bronchial cells; activity (quench increase), % at 7.58 µM; AID 720511; actives 0.36% (n = 350,000); CFBE cells, YFP halide quenching; stimulated with forskolin plus potentiator P3; % fluorescence drop versus neutral controls;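 active = mean added fluorescence quench of at least 8% versus neutral control, with both replicates also reaching 8%; inconclusive = only one of the mean or replicate conditions met; inactive = mean below 8% and not both replicates reaching 8%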;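 note: cells transiently co-express mutant CFTR-F508del with the halide-sensitive YFP; corrector assay measuring rescue of mutant channel to the surface after 24 h compound exposure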
PAX8 inh HTS – PAX8 transcriptional activity inhibition | AID 652154 | inhibition, % at 12.6 µM | actives 1.2% (n = 360,000) | RMG-I TPO-luciferase reporter, SteadyGlo, 24 h;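 active = mean replicate inhibition at least 60% with every replicate also reaching 60%; inconclusive = only one of the two criteria is met; inactive = mean below 60% and not all replicates reaching 60%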;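 note: luciferase light reporting Pax8 driven TPO promoter activity; plate controls were median of neutral control wells for no effect and mitoxantrone controls for full effect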
GSIS activator – primary screen for activators of insulin secretion dependent on glucose, INS-1E cells, GLuc reporter luminescence; INS-1E GLuc reporter insulin secretion, 2-3 h; activation, % at 16.6 µM; actives 0.61% (n = 370,000); AID 743287;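 active = lowest replicate activation of at least 40%, so every replicate reaches that level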;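 note: 0% = median of neutral control wells and 100% = median of IBMX positive control wells; some compounds called inactive have numbers as strong as hits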
FN deposition inh – fibronectin deposition inhibition; AH1F fibroblasts, Alexa488-fibronectin deposition fluorescence, overnight; inhibition, % at 12.6 µM; actives 0.086% (n = 350,000); AID 743247;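 active = mean inhibition across replicates of 30% or more, regardless of how many single replicates reach that level; inconclusive = mean under 30% yet at least half of replicates reach 30%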;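 note: positive control wells lacked labelled fibronectin entirely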
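Schedule: 1 h cell adhesion before compound, then overnight fibronectin incubation; test system: AH1F fibroblast monolayer depositing Alexa488-labelled fibronectin into matrix; quantity: 10000 AH1F cells per well; probe or stimulus: fluorescent fibronectin at 24 nM final; signal: fluorescence, ex 485 nm, em 525 nm; evaluation: percent inhibition as loss of matrix-bound fibronectin fluorescence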
DENV2 CPE – protects cells from dengue virus 2 cytopathic effect. actives 1.7% (n = 350,000). AID 651640. CPE inhibition, % at 9.99 µM. DENV2-infected cells, cytopathic effect rescue, plate reader; in the data active = CPE inhibition above about 20%, passing the limit was not always enough; inconclusive = no clear call, values can overlap the other calls; tested in BHK-21 cells;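 note: 0% = median of neutral control wells and 100% = median of positive control wells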
* hit, by the source's call; u = inconclusive; x = not tested or not shown; & = joins results of further samples; [ ] = remark or other dose.

Molecule	PAX8 inh HTS	EWS-Fli block	CFTR F508del cor	FN deposition inh	DENV2 CPE	miR-122 sensor	GSIS activator
COc1ccc(-c2csc3nc(-c4ccccc4)oc(=O)c23)cc1OC	-2	-5	0.4	0	-9	-3	18
Cc1cc2ccccc2n1CCNC(=O)c1ccc(Br)o1	6	-2	0.9	-1	12	x	-9
CN=C(Nc1cccc(OC)c1)SC1CC(=O)N(c2ccc(C(=O)O)cc2)C1=O (stereo not given)	x	x	x	-14	x	-4	7
COc1[nH]c2ccc(F)cc2c1C(=O)OCC1CCN(CCNS(C)(=O)=O)CC1	6	-5	3.3	11	-3	0	-1
COc1ccccc1N1CCN(Cc2cc(=O)oc3cc(C)ccc23)CC1	5	2	1.6	-3	-1	3	11
Nc1ccc2nc[nH]c2c1	8	24	-2.1	13	17	x	17
C[C@@H]1CN([C@@H](C)CO)C(=O)Cc2cc(NC(=O)C3CCCCC3)ccc2O[C@@H]1CN(C)S(=O)(=O)c1ccccc1	x	-19	0.7	x	-6	-3[16.7 µM]	-25
Cc1nnc(NC(=O)C2CCCC2)s1	-3	-3	-2.5	11	2	0	6
O=C(Cc1ccncc1)N1C[C@@H]2N[C@H](C1)C2c1ccc(-c2ccncc2)cc1 (stereo not given in full)	-3&-3	19&3	-3.5&-2.0	-10&-4	5&0	x	-6&7
Cc1cccc(C)c1NC(=O)CNC(=O)c1c(C)nn(-c2ccccc2)c1Cl	x	0	-0.4	9	-8	x	0
Cc1cc(C)cc(N(C)S(=O)(=O)c2nnc(NC(=O)C(C)C)s2)c1	13	-11	2.4	-1	1	1	2
CCCCCCCCCCCn1nnnc1N	7	0	-1.3	-5	-2	13	23
CCOC(=O)N1CCN(C(=O)c2ccc(N(C)S(=O)(=O)c3ccc(C)cc3)cc2)CC1	19	15	-3.0	8	8	x	-18
Cc1cccc(COC[C@H](CC(C)C)N2CCN(C(=O)c3ccc(C(C)(C)C)cc3)CCC2=O)c1	-7	-2	-2.1	x	-7	x	-26
CC(C)(C)OC(=O)C[C@H]1C/C=C\C[C@@H](CC(=O)N(CCO)Cc2ccccc2)C(=O)N[C@H](Cc2ccccc2)COC1=O	-10	-1	2.1	-10	13	8	-14
COc1cccc(-c2cnc(C(O)c3ccccc3OC)[nH]2)c1 (stereo not given)	-21	-20	-2.0	11	-6	-3	x
O=C(C[C@@H]1C[C@H]2c3cc(NC(=O)NC4CCCCC4)ccc3O[C@H]2[C@@H](CO)O1)NCc1ccccc1	6	0	1.4	0	-1	-7[16.7 µM]	0
O=C1C=CC(=O)N1c1cccc(-c2ccccc2)c1	49	15	-0.5	22	-2	x	x
CN1CCCCN2[C@H](CO)[C@@H](c3ccc(C#CC4(O)CCCC4)cc3)[C@H]2C1	-9	-1	-2.2	x	6	0[16.7 µM]	30
COc1ccccc1/C=C/C(=O)OCC(=O)NCc1ccco1	3	x	x	12	x	-8	11
c1ccc2nc3c(nc2c1)CCCC3	27	9	1.7	4	1	-9	11
Cc1c(C)c2ccc(OC(C)C(=O)NCCN3CCOCC3)c(C)c2oc1=O (stereo not given)	-15	7	-0.4	5	13	-12	-7
O=C(Cc1ccncc1)N1CC(=O)N2[C@H](CO)[C@H](c3ccc(C4=CCCC4)cc3)[C@@H]2C1	-8	-1	0.6	x	-9	x	-1
Cc1cccc(NC(=O)CSc2cc(C(=O)c3nccn3C)c3ccccc3n2)c1	-9	-16	x	8	3	x	1
C[C@H](CO)N1C[C@H](C)[C@@H](CN(C)CC2CCCCC2)Oc2ccc(NC(=O)Nc3ccccc3)cc2C1=O	-9	8	2.1	3	x	0[16.7 µM]	9

Next section.
Molecule	PAX8 inh HTS	EWS-Fli block	CFTR F508del cor	FN deposition inh	DENV2 CPE	miR-122 sensor	GSIS activator
CC(C)CN1CC(C(=O)O)CC1=O (stereo not given)	-9	3	0.2	-2	-11	-4	3
Cc1ccccc1-n1c(Cn2c(=O)sc3ccccc32)nnc1SCC(=O)NCC1CCCO1 (stereo not given)	6	-7	0.1	-3	-9	-4	-10
NC1=NC[C@H](Cc2ccccc2)N1CC1CCCCC1	-19	1	1.5	-1	-7	x	x
COc1cccc(CN2CC(C(=O)N3CCN(c4ccc(Cl)cc4)CC3)CCC2=O)c1 (stereo not given)	-3	x	-0.2	1	x	x	-23
CO[C@H]1CN(C)C(=O)c2cc(NS(=O)(=O)c3cn(C)cn3)ccc2OC[C@@H](C)NC[C@@H]1C	1	-15	0.5	-9	-5	-2[16.7 µM]	8
C[C@@H]1CCCCO[C@H](CN(C)Cc2ccc3c(c2)OCO3)[C@H](C)CN([C@H](C)CO)C(=O)c2cc(NC(=O)c3ccccc3)ccc2O1	-28	-13	1.4	x	5	-6[16.7 µM]	-31
CCC(C)(C(=O)NC1CCCC1)N(Cc1ccco1)C(=O)c1ccccn1 (stereo not given)	-5	x	x	-6	x	-11	x
C[C@@H]1CCCCO[C@@H](CN(C)S(=O)(=O)c2cccs2)[C@@H](C)CN([C@H](C)CO)C(=O)c2cc(NC(=O)C3CCCCC3)ccc2O1	x	-2	-0.4	x	11	8[16.7 µM]	0
O=C(O)CCCC(=O)N1CCN(c2nc(-c3ccccc3Cl)c3cc(Br)ccc3n2)CC1	6	-7	-1.0	-8	0	-14	-4
COc1cc(/C=N/Nc2nncc3ccccc23)cc(OC)c1OC	-137	-115	4.1	5	-3	-10	24
CNC(=O)C[C@@H]1CC[C@H]2[C@@H](COc3ccc(NC(=O)c4ccccc4Cl)cc3C(=O)N2C)O1	-43	-24	0.5	1	u	-1[16.7 µM]	-3
O=C(N[C@@H]1CC[C@@H](CC(=O)N2CCN(c3ccccc3)CC2)O[C@@H]1CO)c1ccncc1	4	-2	-2.4	-15	2	x	13
CSc1ncccc1C(=O)NNC(=O)c1csc(N2CCOCC2)n1	-6	-11	-1.0	5	-1	-5	28
Cc1cc(=O)oc2cc(OCC(=O)N3CC[C@@]4(O)CCCC[C@H]4C3)ccc12	x	0	-2.2	x	4	-5	-9
Cc1ccc(S(=O)(=O)Nc2cccc3c2O[C@@H](CN(C)C(=O)Nc2ccc4c(c2)OCO4)[C@H](C)CN([C@H](C)CO)C3=O)cc1	x	-79	-0.9	x	-4	-2[16.7 µM]	-9
Cc1ccc(O)c(NC(=O)c2noc3c2CCc2ccccc2-3)c1	-54	-92	2.0	-18	-7	-4	5
COCCCNC(=O)c1cccs1	14	x	x	1	x	0	x
O=C(c1ccccn1)N1CC(=O)N2[C@@H](CO)[C@@H](c3ccc(C#CCc4ccccc4)cc3)[C@@H]2C1	x	x	-6.4	x	12	x	-25
C/C(=N/NC(=O)CNS(=O)(=O)c1ccccc1)c1ccc(Br)cc1	-10	-14	-0.4	x	4	-6	6
N#CC1(NC(=O)CSc2nc3ccc([N+](=O)[O-])cc3s2)CCCCC1	21	7	-3.5	-12	-2	x	-20
CC(=O)c1c(C)[nH]c(C(=O)OCC(=O)c2c(N)n(CC(C)C)c(=O)n(C)c2=O)c1C	10	12	0.1	-3	-2	5	-27
Cc1nc2ccccn2c1C(=O)NNS(=O)(=O)c1ccc(Cl)cc1	17	10	-0.7	0	0	x	4
O=C(C[C@@H]1CC[C@@H]2[C@H](COC[C@@H](O)CN2C(=O)c2ccncc2)O1)NC1Cc2ccccc2C1	17	1	0.5	1	0	-4[16.7 µM]	10
COC(=O)c1cc(C(=O)N2CCN(c3ncccn3)CC2)cc([N+](=O)[O-])c1	6	-6	-3.2	1	13	-5	-2
COc1ccccc1C#Cc1ccc([C@H]2[C@@H](C#N)N(C(=O)C3CCCC3)[C@@H]2CO)cc1	48	9	-0.8	-2	u	x	7

New compounds follow.
Molecule	PAX8 inh HTS	EWS-Fli block	CFTR F508del cor	FN deposition inh	DENV2 CPE	miR-122 sensor	GSIS activator
CCOC(=O)[C@]12Cc3c(cc(OC)c(OC)c3OC)[C@H]1N(Cc1ccccc1)C(=O)c1cc(F)c(F)cc12	25	8	1.3	-15	-12	x	-11
Cc1cc(C)cc(OCC(=O)NC2CCCc3ccccc32)c1 (stereo not given)	-5	x	x	5	x	x	-44
COc1ccc(CC(=O)Nc2c(C(=O)N3CCN(c4ccccc4)CC3)oc3ccccc23)cc1OC	5	6	-2.2	14	1	51	-3
Cc1ccc(S(=O)(=O)N2CCN(C)CC2)cc1-c1nnc2c3ccccc3c(C)nn12	9	x	x	6	x	-1	x
C[C@H]1CN([C@@H](C)CO)S(=O)(=O)c2ccc(/C=C/c3ccccc3)cc2O[C@H]1CN(C)C(=O)c1ccncc1	x	13	1.7	x	-8	5[16.7 µM]	-39
COc1ccc(CNCCNC(=O)c2cccs2)c(OC)c1OC	15	14	0.1	7	-2	x	8
CCc1ccc(C2c3[nH]c4ccccc4c3CCN2C(=O)c2cc[n+]([O-])cc2)cc1 (stereo not given)	52	37	1.5	2	10	7	x
O=C(CSc1ccccn1)Nc1ccc2c(c1)C(=O)c1ccccc1C2=O	-149	-8	x	-1	4	1	20
Cc1ccc(S(=O)(=O)NCCCCCC(=O)NCCc2ccccc2)cc1	7	11	x	1	-2	-5	x
O=C(CCC(=O)c1cccs1)OCC(=O)N1CCN(S(=O)(=O)c2ccccc2)CC1	19	x	x	-3	x	-8	x
CCOC(=O)c1ccc(NC(=O)c2cccnc2)cc1	-66	-63	1.7	-5	-5	x	1
CC(C)CNC(C(=O)Nc1ccc([N+](=O)[O-])cc1Br)c1ccccc1 (stereo not given)	-2	x	x	-8	x	x	-14
CCOC(=O)C1=C(C(F)(F)F)Nc2ncnn2C1c1cccc(OC)c1OC (stereo not given)	-10	8	x	1	2	-1	x
Cc1cc2nc(C3CCCCC3)c(CC(C)(C)C)n2c(C)c1Br	2	7	7.0	13	8	-3	13
O=C([C@H]1[C@H](CO)[C@H]2Cn3c(ccc(-c4cncnc4)c3=O)[C@H]2N1C(=O)C1CCC1)N1CCCCC1	-2	-5	1.2	x	18	x	16
C[C@@H]1CCCCO[C@H](CN(C)CC2CCCCC2)[C@H](C)CN([C@H](C)CO)C(=O)c2cc(NC(=O)Nc3ccc(C(F)(F)F)cc3)ccc2O1	9	75*	0.1	-5	9	-23[16.7 µM]	0
CNC[C@H]1Oc2c(NC(=O)Nc3ccc(OC)cc3)cccc2C(=O)N([C@H](C)CO)C[C@@H]1C	-18	-10	0.5	-5	-7	-1[16.7 µM]	3

Compounds as they come; overall some 3.9% were active at least once.
